Assay outcomes: PubChem, Sanford-Burnham Center for Chemical Genomics
tim23-1 inh: growth inhibitors of tim23-1 mutant yeast, primary screen, luminescence, uHTS; AID 463212, 2010; 330,000 tested, 1.3% active; S. cerevisiae tim23-1 growth, BacTiter-Glo luminescence, 24 h; inhibition, % at 20 µM;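 active = growth inhibition of the mutant yeast at or above 50%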;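 note: temperature-sensitive mutant grown at 25 °C; plate controls were DMSO-treated mutant yeast for no effect and medium wells lacking yeast for full effect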
APJ antagonist: antagonists of human apelin receptor APJ, primary screen, CHO-K1 cells, beta-arrestin complementation, luminescence; P35414; inhibition, % at 20 µM; 330,000 tested, 0.32% active;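 active = inhibition above about 40% at 20 µM, limit read from the data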;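 note: cells challenged with 10 nM apelin-13 agonist together with compound; plate controls were apelin-13 plus DMSO wells for no effect and DMSO wells lacking apelin-13 for full effect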
Target sequence (P35414 whole entry, looked up): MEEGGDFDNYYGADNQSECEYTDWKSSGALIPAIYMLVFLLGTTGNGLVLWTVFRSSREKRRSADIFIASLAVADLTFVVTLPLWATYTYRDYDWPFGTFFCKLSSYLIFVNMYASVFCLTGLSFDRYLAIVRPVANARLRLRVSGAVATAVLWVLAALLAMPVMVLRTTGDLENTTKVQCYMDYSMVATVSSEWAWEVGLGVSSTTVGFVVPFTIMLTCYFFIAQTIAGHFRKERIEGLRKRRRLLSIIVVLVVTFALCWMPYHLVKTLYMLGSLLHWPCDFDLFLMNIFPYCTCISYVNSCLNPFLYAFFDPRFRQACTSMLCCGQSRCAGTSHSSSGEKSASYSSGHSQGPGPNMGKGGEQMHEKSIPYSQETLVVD
CHOP UPR activ: activators of apoptotic CHOP UPR arm, primary screen, cell-based, CHO-CHOP luciferase reporter, luminescence, uHTS; UPR activation; percent of tunicamycin response over DMSO baseline; 330,000 tested, 0.34% active; activation, % at 10 µM;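 active = at 10 µM dose, activation of 40% or more, normalized to positive control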;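 note: 100% = tunicamycin at 10 µg/mL and 0% = DMSO alone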
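Assay system: CHO cells with stable CHOP pathway luciferase reporter; Buffer or medium: F12 plus 10% serum; Times: 16-18 h cell attachment, then 6 h compound exposure, 37 °C; Signal: luciferase luminescence; Read-out basis: percent activation relative to tunicamycin control; Control set: tunicamycin high control, DMSO low control.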
CXCR6 inh: CXCR6 receptor inhibitors, primary screen, cell-based, beta-arrestin, luminescence, CHO-K1 PathHunter, 1536-well. C-X-C chemokine receptor type 6 (Homo sapiens), O00574. inhibition, % at 20 µM. 360,000 tested, 0.36% active. AID 602244, 2012; in the data active = inhibition above about 34%, passing the limit was not always enough;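 note: antagonist mode with CXCL16 agonist at 10 nM final; 0% = 10 nM CXCL16 with DMSO and 100% = unstimulated wells without agonist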
EBI2 block: EBI2 receptor antagonists, beta-arrestin recruitment, primary screen, cell-based, luminescence, 7a,25-OHC stimulation, uHTS. G-protein coupled receptor 183 (Homo sapiens), P32249. 7a,25-OHC stimulated. inhibition, % at 5 µM. 360,000 tested, 0.81% active; in the data active = inhibition above about 38%;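 note: enzyme fragment complementation signal reports receptor beta-arrestin coupling in cells; 0% = agonist plus DMSO wells and 100% = wells without agonist; some results beyond the cut were filed as inactive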
APJ ag: agonists of human apelin receptor APJ, primary screen, CHO-K1 cells, PathHunter beta-arrestin, luminescence; P35414; 0% DMSO wells, 100% apelin; activation, % at 20 µM; 330,000 tested, 0.11% active;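 active = activation more than six SD over the plate average, tested at 20 µM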;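 note: 0% = DMSO alone and 100% = apelin-13 at 10 nM; some results filed as inactive read as strong as hits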
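Assay system: CHO-K1 APJ beta-arrestin complementation cell line / Compound: single test compound dose, 20 µM final, 1% DMSO / Times: overnight seeding, 90 min compound at 25 °C, 1 h detection / Technique: beta-gal luminescence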
CCR6 antag: CCR6 receptor antagonists, primary screen, cell-based, CHO-K1, luminescence, beta-arrestin, uHTS | 340,000 tested, 0.49% active | C-C chemokine receptor type 6 (Homo sapiens), P51684 | inhibition, % at 20 µM | CHO-K1 CCR6 PathHunter beta-arrestin, CCL20-stimulated;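 active = compounds whose inhibition of the agonist-driven luminescence signal at 20 µM reaches about 50%, limit read from the data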;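 note: cells stimulated with CCL20 at 14 nM final; plate controls were DMSO with CCL20 for no effect and DMSO without agonist for full effect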
Target sequence (P51684 whole entry, looked up): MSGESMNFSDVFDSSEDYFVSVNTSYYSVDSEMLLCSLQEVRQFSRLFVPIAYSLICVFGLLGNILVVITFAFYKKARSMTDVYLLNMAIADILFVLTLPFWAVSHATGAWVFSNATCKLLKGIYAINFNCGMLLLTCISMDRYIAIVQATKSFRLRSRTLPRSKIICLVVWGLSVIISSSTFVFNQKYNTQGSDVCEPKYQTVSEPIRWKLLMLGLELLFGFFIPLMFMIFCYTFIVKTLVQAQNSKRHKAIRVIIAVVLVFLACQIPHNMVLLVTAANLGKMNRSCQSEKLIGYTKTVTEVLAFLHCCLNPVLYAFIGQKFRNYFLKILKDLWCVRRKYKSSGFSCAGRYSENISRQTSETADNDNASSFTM
Mdm2 MdmX PPI: inhibitors of human Mdm2-MdmX association, primary screen, cell-based, luminescence, split luciferase, SaOS-2, uHTS; AID 485346, 2010; 330,000 tested, 3% active; SaOS-2 split-luciferase Mdm2/MdmX complementation; inhibition, % at 8 µM;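 active = inhibition of at least 50% at 8 µM in the primary screen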
XBP1 UPR activ: activators of adaptive XBP1 UPR arm, primary screen, cell-based, CHO-XBP1 luciferase reporter, luminescence, uHTS | IRE1-XBP1 UPR activation; percent of tunicamycin response, DMSO as zero | activation, % at 20 µM | 330,000 tested, 0.33% active | AID 463104, 2010;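 active = versus positive control, 20 µM dose yields 30% or more activation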;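 note: 100% = tunicamycin at 10 µg/mL and 0% = DMSO only wells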
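incubation = overnight seeding at 37 °C, 6 h compound treatment at 37 °C | assay system = CHO-XBP1 cells stably carrying IRE1-XBP1-driven luciferase reporter | input = 1000 cells per well | detection = luciferase luminescence | dosing = single point, 20 µM final compound, 1% DMSO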
* = called active by the depositor. These rows are one share of the data; rates above refer to the full screens.

SMILES	tim23-1 inh	APJ antagonist	CHOP UPR activ	CXCR6 inh	EBI2 block	APJ ag	CCR6 antag	Mdm2 MdmX PPI	XBP1 UPR activ
COc1ccc(S(=O)(=O)N(C)C)cc1NCC(=O)Nc1cccc2ccccc12	2.6	-1.6	10.7	4.4	10.2	-2.9	9.2	3.9	-0.3
O=C(CN(CC1CCCO1)C(=O)CCC(=O)Nc1ccccn1)NCc1ccccc1 (stereo unspecified)	18.8	3.4	0.1	2.6	-6.3	-5.0	3.5	-10.8	-2.8
CN(Cc1ccccc1)c1oc(COc2ccccc2F)nc1C#N	16.5	11.2	4.4	-8.5	29.4	-3.0	9.3	-2.7	4.3
CSc1nccc(NC(=O)c2cccc(Br)c2)n1	25.0	18.9	-0.7	-1.3	8.6	-2.6	20.3	13.5	2.8
COc1cc2nc(CN(CCC(C)C)Cc3nc4cc(OC)c(OC)cc4c(=O)[nH]3)[nH]c(=O)c2cc1OC	11.5	9.4	-1.3	-7.7	-2.0	2.9	15.0	24.0	2.9
COc1ccc2sc(N(CCCN(C)C)C(=O)c3ccc(S(=O)(=O)N4CCCc5ccccc54)cc3)nc2c1	27.7	-6.2	3.0	6.2	9.4	-1.3	9.1	80.2*	9.6
COc1ccc(S(=O)(=O)N2CCCCC2)cc1NC(=O)CCNC(=O)c1ccc(Cl)cc1	-11.8	-1.7	1.5	8.9	-0.8	-6.7	19.8	0.1	-1.4
COc1ccc(N2CCN(C(c3cc4cc(C)ccc4[nH]c3=O)c3nnnn3Cc3ccccc3)CC2)cc1 (stereo unspecified)	22.3	-24.1	0.2	5.9	4.5	0.7	-8.0	8.4	-0.5
CCCOc1ccc(C(=O)NNC(=O)c2cccc(S(=O)(=O)N3CCN(C(C)=O)CC3)c2)cc1OC	10.8	20.0	1.6	-4.7	0.3	-1.8	4.8	1.5	-3.9
CCn1cnc2c1c(=O)n(Cc1ccc(C(=O)OC)cc1)c(=O)n2Cc1ccccc1	7.7	-15.7	-0.2	2.6	3.2	-4.0	11.7	-7.1	8.5
Nc1ccc(S(=O)(=O)c2ccc(N)cc2)cc1	12.7	21.6	-0.4	4.7	2.7	-0.5	-2.5	6.9	-8.8
CCOC(=O)N1CCN(Cc2nc3cc(NC(=O)C(C)C)ccc3n2CC)CC1	2.4	-12.5	1.5	-0.4	-1.1	-5.0	5.9	-11.9	-0.1

Next section (two carried over from the part before).
SMILES	tim23-1 inh	APJ antagonist	CHOP UPR activ	CXCR6 inh	EBI2 block	APJ ag	CCR6 antag	Mdm2 MdmX PPI	XBP1 UPR activ
Nc1ccc(S(=O)(=O)c2ccc(N)cc2)cc1	12.7	21.6	-0.4	4.7	2.7	-0.5	-2.5	6.9	-8.8
CCOC(=O)N1CCN(Cc2nc3cc(NC(=O)C(C)C)ccc3n2CC)CC1	2.4	-12.5	1.5	-0.4	-1.1	-5.0	5.9	-11.9	-0.1
Cc1nnc(NC(=O)C2CC(=O)N(Cc3ccccc3)C2)s1 (stereo unspecified)	-2.5	-4.8	7.8	2.6	-5.5	-5.9	-1.2	-8.2	-4.5
COCCC(=O)Nc1ccc2c(c1)CN(C(=O)CCOC)CC2	-4.2	-7.4	-2.0	-2.7	-3.1	-3.3	7.9	8.3	-0.5
COc1cccc(-c2nc(CS(=O)(=O)CC(=O)NCC(C)c3ccccc3)c(C)o2)c1 (stereo unspecified)	31.5	-13.8	-0.9	5.1	1.9	9.4	20.0	12.1	0.3
CC(=O)c1cn(CCOc2cc(C)ccc2C)c2ccccc12	13.6	-4.1	6.1	3.7	-10.1	1.3	14.2	19.3	-2.6
Clc1ccc(CN2CCSCC2)cc1Cl	4.1	12.5	0.0	-6.5	-7.5	-0.9	22.2	14.8	-5.0
CCOC(=O)C1CCN(C(=O)Cc2c(F)cccc2Cl)CC1	-2.3	-5.8	-0.2	-0.1	4.5	-2.0	-0.3	-11.1	-0.3
Cc1cccc(SC2CCN(Cc3nc(CC4CC4)no3)CC2)c1	19.8	1.9	-2.7	-3.1	-1.4	-0.8	16.5	-11.1	-1.8
CC(NC(=O)COc1cccnc1[N+](=O)[O-])c1ccc(F)cc1 (stereo unspecified)	4.1	13.1	0.6	0.1	-13.9	-1.3	7.5	-13.4	-3.2
COc1ccccc1C(=O)NCCC(=O)OCC(=O)Nc1ccc(S(N)(=O)=O)cc1	9.7	-2.1	-0.3	-9.2	-9.0	-1.5	5.0	28.5	-3.4
COc1cccc(CN(C)CC(=O)Nc2cc3oc4ccccc4c3cc2OC)c1	26.3	-1.7	-0.4	2.7	28.3	-3.4	8.2	-2.4	-2.9
Cc1nc(S/C(=C/c2ccc(OCc3ccc(C(=O)O)cc3)cc2)C(=O)O)n[nH]1	10.5	17.8	0.7	6.8	3.2	-0.7	13.1	-31.6	0.9
C[C@@H]1CCC[C@H](C)N1Cc1nc(Cc2ccccc2Cl)no1	4.4	-6.9	1.1	-1.7	-1.6	-2.2	7.7	3.4	-1.1
COc1ccc(N2CCN(C3CC(=O)N(Cc4ccccc4)C3=O)CC2)cc1 (stereo unspecified)	16.4	-9.8	1.0	0.2	-2.2	-5.3	8.1	15.1	1.0
CC(=O)c1ccc(N2CCN(S(=O)(=O)c3ccc4c(c3)NC(=O)CC(=O)N4)CC2)cc1	3.1	-3.1	6.0	-7.7	0.8	0.8	-1.6	3.3	1.7
N#Cc1nc(Cc2cccc3ccccc23)oc1NCCN1CCCCC1	13.0	-3.1	0.9	-3.8	-1.7	-2.1	7.2	6.0	-1.8
COC(=O)CS(=O)(=O)c1nnc([C@H](Cc2ccccc2)NC(=O)OC(C)(C)C)o1	23.2	48.4*	-10.4	55.5*	-2.2	-3.6	77.1*	83.5*	-11.2
Cc1ccc(-c2cc(C(=O)NCCCn3ccnc3)c3cc(Br)ccc3n2)o1	-5.9	22.8	0.6	7.2	-0.4	-6.3	36.9	4.3	-2.5
CC(=O)Nc1ccc(NC(=O)CSc2nnnn2-c2ccc(F)cc2)cc1	16.0	15.0	0.2	-6.8	-6.0	-2.6	7.7	-25.8	1.9
COc1ccc(NC(=O)CSc2ccc3nnc(-c4cccnc4)n3n2)cc1OC	6.8	-0.1	-1.4	-4.4	-3.1	-2.6	6.1	7.8	-3.1
CCOC(=O)c1c(C)[nH]c(C(=O)OCC(=O)c2ccc(OC)cc2OC)c1C	2.0	11.8	2.2	-3.8	10.4	4.1	17.1	-9.4	-3.1
Cc1cc(-c2nnc3sc(C4CCCCC4)nn23)n[nH]1	-21.1	6.1	-2.9	2.6	-11.1	-2.6	-2.5	-1.5	-0.4
COc1ccc(/C(C)=N/N2C(=O)c3ccccc3NC2c2ccc(O)c(OC)c2)cc1 (stereo unspecified)	13.7	-6.9	3.2	-7.7	5.5	-1.5	1.3	-6.8	1.0
C/C(=N\NC(=S)NC(C)C)c1cccc([N+](=O)[O-])c1	37.4	7.8	2.9	6.5	-3.1	1.8	10.5	-7.2	2.2
CC(C)Cc1nnc(NC(=O)CCC(=O)N2CCN(c3ccccc3F)CC2)s1	16.4	18.8	0.2	6.5	-0.6	2.0	-1.1	8.8	-4.0
CC(C(=O)N1CCc2ccccc21)n1cccc1 (stereo unspecified)	-1.6	-0.3	-1.6	1.2	-5.2	-2.3	8.3	14.0	-0.8
CCCCN(C)Cc1c(C)[nH]c2ccc(OCC)cc2c1=O	4.9	-59.5	0.3	-2.0	-8.1	-3.5	0.4	-3.4	1.4
O=c1[nH]c(NCCO)nc2ncn(Cc3ccccc3)c12	-8.9	15.3	0.6	-3.2	-5.6	-6.0	-1.0	-2.8	-0.7
COc1cc(C(=O)ON=C2C=C(C)C(=O)C(C)=C2)cc(OC)c1OC	29.1	-62.9	2.1	-18.4	3.6	5.4	-0.8	10.4	-0.7
O=C(c1ccc2c(c1)OCCO2)C1CCN(S(=O)(=O)c2ccccc2F)CC1	52.8*	13.3	0.0	12.4	6.1	-6.9	13.0	18.1	0.7
COc1cc2nc(C3CCC3)n(NC(=O)C3CCC3)c(=O)c2cc1OC	7.7	-13.6	-2.3	-2.6	10.2	-3.7	2.3	43.3	-1.2
CCN(CC)CC(=O)Nc1c(C)cc(C(C)(C)C)cc1C	8.9	18.1	0.0	0.5	1.6	0.0	-22.3	11.0	-1.3
O=c1oc(-c2ccc(O)c(O)c2)cc2cccc(O)c12	33.2	18.0	53.8*	-2.1	6.0	-0.7	8.0	-27.0	18.9
CCOc1cc(C(=O)Nc2ccccc2N2CCOCC2)ccc1OCC(=O)N1CCOCC1	-10.2	-1.1	0.7	-1.7	-1.9	-1.9	-5.7	-2.0	-0.7
Cc1cc(C)cc(OCc2ccc(C(=O)O)o2)c1	8.2	-8.0	-1.6	-0.5	-3.1	-3.0	-4.9	-4.1	1.2
Cc1ccccc1OCCn1c(C)nc2ccccc21	22.9	6.2	1.4	-12.6	-5.3	1.9	6.4	13.7	-3.2
Cc1nc2scc(C)n2c(=O)c1S(=O)(=O)NC(C)c1ccccc1 (stereo unspecified)	24.2	-7.6	0.2	-0.5	-10.7	0.8	-4.8	24.1	-2.2
CC(C)COC(=O)NCC12C=CC(O1)C1C(=O)N(c3ccc(Cl)cc3)C(=O)C12 (stereo unspecified)	18.0	4.5	-0.9	-1.0	5.1	-2.1	-7.2	24.6	0.6
O=C(CCC1CCCN(c2ncccn2)C1)NCc1ccc(F)c(F)c1 (stereo unspecified)	10.7	-1.2	-2.8	-2.9	1.1	1.1	13.7	31.4	0.0
Cc1noc(C)c1CSc1ccc2ccccc2n1	5.6	-3.7	1.3	4.7	-1.3	4.1	-10.7	-3.4	2.8
O=C(CSc1ccc2ccccc2n1)c1ccc2c(c1)OCO2	4.5	15.2	3.8	0.8	-8.5	-3.2	3.1	-31.8	3.8
Cc1nn(CC(=O)Nc2ccc(F)cc2)c(=O)c2ccccc12	10.9	-7.1	-1.3	5.4	3.9	-0.1	9.5	-9.0	-6.1
COC(=O)c1cccc(NC(=O)Cc2nc(-c3ccccc3)sc2-c2ccc(C)cc2)c1	-9.2	-0.1	0.4	1.3	18.4	-2.4	1.8	18.9	-1.4
Cc1cccc(C(=O)N(Cc2nc3ccccc3c(=O)[nH]2)C2CCCCC2)c1	5.7	5.4	0.1	-1.4	12.8	-2.7	16.0	2.8	-1.8
